# Screening data as filed in PubChem.
# LGR2 antag: inhibitors of bursicon-induced LGR2 CRE-luciferase signal, primary screen, cell-based, HEK293, CRE-luciferase reporter, bursicon stimulation | Drosophila bursicon receptor LGR2 (rickets) | bursicon-stimulated, 4 h | inhibition, % at 9.99 µM | actives 0.35% (n = 380,000) | AID 720647, 2013;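 active = drop in luminescence signal, shown as inhibition above about 50% in the replicate tests, limit read from the data, passing the limit was not always enough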;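 note: agonist challenge used bursicon conditioned medium at about half maximal strength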
# PAX8 inh HTS: inhibitors of PAX8-driven TPO luciferase reporter, primary screen, RMG-I cells, single concentration. SteadyGlo, 24 h. inhibition, % at 12.6 µM. actives 1.2% (n = 360,000). AID 652154, 2013;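 active = mean replicate inhibition at least 60% with every replicate also reaching 60%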;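 note: luciferase light reporting Pax8 driven TPO promoter activity; plate controls were median of neutral control wells for no effect and mitoxantrone controls for full effect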
# DENV2 CPE rescue: inhibitors of DENV2 cytopathic effect, primary screen, cell-based, plate reader, single concentration; DENV2-infected cells, cytopathic effect rescue; CPE inhibition, % at 9.99 µM; actives 1.7% (n = 350,000); in the data active = CPE inhibition above about 20%, passing the limit was not always enough; tested in BHK-21 cells;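 note: 0% = median of neutral control wells and 100% = median of positive control wells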
# ARNT-TACC3 inh: disruptors of ARNT/TACC3 protein interaction, primary screen, biochemical, AlphaScreen, single concentration | Transforming acidic coiled-coil-containing protein 3 (Homo sapiens), Q9Y6A5 | AlphaScreen His-ARNT PAS-B/GST-TACC3 binding, luminescence; TACC3 fragment carries E629A point mutation | inhibition, % at 9.99 µM | actives 0.66% (n = 390,000);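 active = mean inhibition of replicates at least 50% and at least half of replicates each reaching 50%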;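 note: 0% = complete ARNT plus TACC3 wells and 100% = ARNT alone without TACC3; many hits fall short of the cut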
# CASP6 VEID inh: human caspase-6 inhibitors, primary screen, biochemical, VEID-R110 fluorescence, single point, set 2; actives 0.53% (n = 350,000); inhibition, % at 12.5 µM; purified caspase-6, Z-VEID-R110 cleavage fluorescence;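 active = mean inhibition across replicates at least about 35%, with every replicate also reaching that limit, limit read from the data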;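 note: 0% = median of neutral control wells and 100% = no fluorescence left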
# Target sequence (P55212 24-179 limits assumed): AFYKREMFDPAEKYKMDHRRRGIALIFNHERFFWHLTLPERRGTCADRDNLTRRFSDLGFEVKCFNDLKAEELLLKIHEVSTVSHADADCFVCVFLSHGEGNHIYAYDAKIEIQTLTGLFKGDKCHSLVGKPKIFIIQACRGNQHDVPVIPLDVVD
# Target sequence (P55212 194-293 limits assumed): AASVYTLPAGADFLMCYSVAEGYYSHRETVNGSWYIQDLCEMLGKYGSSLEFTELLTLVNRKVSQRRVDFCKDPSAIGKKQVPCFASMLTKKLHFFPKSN
# SIRT5 block: SIRT5 desuccinylase inhibitors, primary screen, biochemical, fluorescence imaging, single point, set 5 | inhibition, % at 15 µM | Purified SirT5, succinyl-peptide AMC, trypsin-coupled fluorescence | actives 1.1% (n = 330,000); in the data active = inhibition above about 15%
# Target sequence (Q9NXA8 whole entry, looked up): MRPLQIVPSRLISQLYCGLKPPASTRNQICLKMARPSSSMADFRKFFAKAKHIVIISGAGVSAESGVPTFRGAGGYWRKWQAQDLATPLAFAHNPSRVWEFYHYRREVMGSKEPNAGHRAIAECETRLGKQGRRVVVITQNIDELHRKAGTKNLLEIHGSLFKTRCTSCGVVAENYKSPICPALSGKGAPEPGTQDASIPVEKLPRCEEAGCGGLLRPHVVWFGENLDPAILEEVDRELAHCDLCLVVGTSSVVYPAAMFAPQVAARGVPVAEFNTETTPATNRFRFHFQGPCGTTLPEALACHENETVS
# EWS-Fli inh: EWS/Fli-driven NR0B1 reporter inhibitors, primary screen, A673 cells, NR0B1 luciferase, luminescence, MLPCN library; viability-normalised; inhibition, % at 12.6 µM; actives 0.67% (n = 350,000);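 active = mean inhibition of at least 50% after viability correction, with every replicate also passing that limit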;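 note: firefly luciferase signal divided by Alamar Blue viability fluorescence both relative to DMSO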
# * = called active by the depositor; . = not tested or not shown; & = joins results of further samples.
# Screens in order: EWS-Fli inh	ARNT-TACC3 inh	DENV2 CPE rescue	PAX8 inh HTS	CASP6 VEID inh	LGR2 antag	SIRT5 block
CN(CC(=O)Nc1ccc(Cl)cc1)CC(=O)Nc1ccc(C(N)=O)cc1
→ 13	-1	-3	3	0	-7	-2
Oc1ccc(Br)cc1/C=N/N1CCN(Cc2cccc3ccccc23)CC1
→ 9	0	-1	5	0	4	-3
CCN1C(=O)c2cccc3c(NS(=O)(=O)c4ccc(NC(C)=O)cc4)ccc1c23
→ .	-4	.	4	0	5	-1
C[C@H]1CN([C@@H](C)CO)C(=O)c2cc(NC(=O)C3CCCCC3)ccc2O[C@@H]1CN(C)CC1CC1
→ -3	-4	0	.	.	8	22*
CO[C@H]1CN(C)C(=O)c2cc(NC(=O)c3ccc(F)cc3)ccc2OC[C@H](C)N(C)C[C@H]1C
→ 2	-2	-7	-1	1	7	-1
COc1ccc(CCN2C(=O)C(Oc3ccccc3)C2c2ccc3c(c2)OCO3)cc1 (centres undefined)
→ 12	-11	.	-9	.	5	.
Cc1ccc(S(=O)(=O)Nc2cc(Cl)c(O)c3ncccc23)cc1
→ -12	48*	4	84*	34	34	2
Cc1ccccc1-c1nnc(SCC(=O)c2c(N)n(C3CC3)c(=O)[nH]c2=O)o1
→ 1	-6	-7	-5	-1	5	7
O=[N+]([O-])c1ccccc1OCCN1CCCC1
→ -1	8	-3	6	-11	-8	.
N#C/C(=C\c1ccc[nH]1)C(=O)Nc1ccccc1F
→ -103	2	-7	-160	-2	-55	-1
Cc1ccc(C)c(Cn2c3ccccc3c3cnn(CC(=O)NCCN4CCOCC4)c(=O)c32)c1
→ .	1	-3	19	-1	0	-4
CC(C)Cc1ccc(C(C)NC(=O)c2ccc(=O)[nH]c2)cc1 (centres undefined)
→ 8	-3	0	19	-2	33	3
CC1CCN(C(=O)COC(=O)c2cc(S(=O)(=O)N3CCOCC3)ccc2Cl)CC1
→ 4	0	-6	-15	1	-11	-2
Cc1ccccc1CNC(=O)c1cc(COc2ccc(F)cc2F)on1
→ -2	0	-4	-5	0	4	3
CC(C)CC#Cc1cnc2c(c1)C(=O)N([C@@H](C)CO)C[C@H](C)[C@H](CN(C)C(=O)Cc1cccnc1)O2
→ -2	-8	6	.	0	-22	4
COc1ccc(NC(=O)CCC(=O)c2cccs2)cc1S(=O)(=O)Nc1ccccc1Cl
→ .	2	.	-1	.	36	.
COc1ccc(NC(=O)Nc2ccc3c(c2)C(=O)N([C@H](C)CO)C[C@@H](C)[C@@H](CN(C)C(=O)Nc2ccc(OC)cc2)OCCCC[C@@H](C)O3)cc1
→ .	.	48*	-22	0	5	.
Nc1ccn(CCCN2CCN(Cc3cccc4ccccc34)CC2)c(=O)n1
→ 1	.	-16	-10	-18	3	-2
COc1ccccc1CN(C)C(=O)CN1CCN(CC(=O)Nc2ccccc2Cl)CC1
→ 4	-6	-7	21	36*	11	1
COc1cc(C2C(N3C(=O)c4ccccc4C3=O)C(=O)N2c2ccc(C)c(C)c2)cc(OC)c1OC (centres undefined)
→ 11	-7	-1	29	1	2	0
COCC(CN1CCN(C2=NS(=O)(=O)c3ccccc32)CC1)OC(=O)c1ccccc1 (centres undefined)
→ 4	-2	-1	2	-5	-18	2
O=C(/C=C/c1cccc([N+](=O)[O-])c1)Nn1c(-c2ccccc2F)nc2ccccc2c1=O
→ -4	-2	-1	-8	0	16	3
CCN(C(=O)CN(C1=NC2CS(=O)(=O)CC2S1)c1ccc(OC)cc1)c1cccc(C)c1 (centres undefined)
→ 7	.	19	8	0	12	-3
CCCCCC(=O)N1C[C@H](O)[C@@H](n2cc(-c3ccc(F)cc3)nn2)C[C@@H]1c1ccc(Cl)cc1
→ 10	.	-5	17	4	11	-1
Cc1ccc(C(=O)N2CCN(C/C=C/c3ccccc3)CC2)cc1S(=O)(=O)N1CCOCC1
→ 5	4	-3	24	-1	6	-2
COc1cc(/C=N/Nc2nnc3c(n2)[nH]c2ccccc23)ccc1O
→ 27	-4	.	80*	-1	.	-1
C[C@@H]1CN([C@H](C)CO)C(=O)c2cc(C#CCc3ccccc3)cnc2O[C@H]1CN(C)C(=O)C1CCOCC1
→ -5	-4	-2	-17	-2	-24	8
Cc1cccc(NCC(=O)c2c(N)n(C)c(=O)n(C)c2=O)c1C
→ -4	-3	2	12	3	-23	5
O=C(Nc1ccccn1)c1nc(-c2ccccc2)n(-c2ccccc2)n1
→ -12	-3	3	9	0	-11	-1
O=C(CCN1C(=O)/C(=C\c2ccccc2)SC1=S)N1CCOCC1
→ -19	1	7	-10	4	-4	-2
CCOC(=O)c1c(NC(=O)Cc2cccs2)sc(C)c1C
→ 18	-9	-6	.	10	-12	-1
CCCNC(=O)N(C)C[C@H]1Oc2cc(C#CC(C)C)ccc2S(=O)(=O)N([C@@H](C)CO)C[C@H]1C
→ -3	1	-2	14	.	-9	.
O=C(O)C1CCC(N2C(=O)c3cccc([N+](=O)[O-])c3C2=O)CC1 (centres undefined)
→ 12	-13	11	12	-4	1	-1
O=P(Cc1ccccc1)(Cc1ccccc1)c1ccccc1
→ 2	-3	-6	.	1	19	2
COc1cc(CCC(=O)OCC(=O)NC2CCCC(C)C2C)cc(OC)c1OC (centres undefined)
→ 7	-26	-10	23	3	-10	-1
CN1CCN(c2cc3c(c4c2[nH]c2ccccc24)C(=O)CC(C)(C)C3)CC1
→ 20	.	10	18	-4	22	-1
O=C(O)CCC(=O)N1CN2CN(C(=O)CCC(=O)O)CC([N+](=O)[O-])(C2)C1
→ 9	-8	1	4	1	-12	1
O=C(Cc1cccnc1)N1[C@@H]2CNc3ccccc3[C@@H]2[C@@H]1CO
→ 14	5	5	-5	1	2	-2
Cc1ccc(C)c(OCCC(=O)OCC(=O)c2c(N)n(C)c(=O)n(C)c2=O)c1
→ 3	-4	-2	4	3	0	-1
CC(=O)NC(Cc1ccc(F)cc1)C(=O)NC1CCN(c2ncccc2[N+](=O)[O-])CC1 (centres undefined)
→ -2	6	-3	24	0	7	-4
COc1ccc(-c2ccc([C@H]3[C@H]4CN(C(=O)C5CC5)CC(=O)N4[C@H]3CO)cc2)cc1
→ 15	.	-1	-9	4	0	-3
CCCOc1ccc(C(NC(=O)CC(C)C)NC(=O)CC(C)C)cc1OC
→ .	-1	.	12	.	-7	.
NC(=O)CN(c1ccc(Oc2ccccc2)cc1)S(=O)(=O)c1ccccc1
→ -4	-10	-1	7	-3	-5	-1
C[C@H](CO)N1C[C@H](C)[C@@H](CN(C)S(=O)(=O)c2ccc(F)cc2)Oc2c(NC(=O)C3CCOCC3)cccc2C1=O
→ -2	.	-6	0	.	3	.
CCOC(=O)c1csc(N)n1
→ 0	-9	2	17	2	1	-3
C[C@@H]1CN([C@@H](C)CO)C(=O)c2cc(N(C)C)ccc2O[C@@H]1CN(C)Cc1ccc(Cl)c(Cl)c1
→ 2	15	2	19	2	-19	-4
O=C(c1cccc(F)c1)N1C[C@@H]2[C@H](c3ccccc31)[C@H](CO)N2C(=O)c1ccccn1
→ 1	-7	16	-13	14	-12	0
Cc1[nH]c(C(=O)O)c(C#N)c1C(=O)c1ccccc1
→ -4	-4	1	-3	-3	-11	0
Cn1nnnc1SCC(=O)Nc1ccc(S(=O)(=O)N2CCOCC2)cc1
→ 5	-4	4	-13	-1	-10	-2
CN(C)c1ccc(/C=C/c2ccc3ccccc3[n+]2C)cc1
→ .	29	.	-4	.	12	.
Cc1nc(N2CCOCC2)nc(N2CCC(C)CC2)c1[N+](=O)[O-]
→ 3	8	-3	-13	0	.	0
O=C(C[C@@H]1CC[C@H]2[C@@H](COC[C@@H](O)CN2C(=O)c2ccccc2)O1)NCc1cccc(F)c1
→ -2	-6	17	-14	4	22	-2
O=C(CSc1nnc(COc2ccc(F)cc2)o1)N1CCCCC1
→ -3	19	8	-15	-1	8	8
CCCC#Cc1ccc([C@H]2[C@@H](CO)N3CCCCN(CC4CCOCC4)C[C@H]23)cc1
→ -4	3	-1	0	-1	-1	-1
CN1CCCCN2[C@H](CO)[C@@H](c3ccc(C#Cc4ccccc4F)cc3)[C@H]2C1
→ -40	7	-20	-109	3	-34	3
CCN(C(=O)Cn1cnc2c1c(=O)n(C)c(=O)n2C)C1CCCCC1
→ 3	2	0	-1	2	-9	-6
CCOc1ccc(-n2c(-c3ccco3)nc3c(cnn3-c3ccc(C)cc3)c2=O)cc1
→ 11	0	1	4	-1	21	-2
Cc1ccc(-c2cc(C(=O)Nc3cc(C)on3)c3ccccc3n2)cc1
→ -4	-2	1	6	0	-11	0
COc1ccc(C(=O)NCCS(=O)(=O)NCc2cccnc2)cc1
→ -7	-7	-3	-12	0	-31	4
CCCCCOc1ccc(CSCCNC(=S)Nc2ccccc2)cc1
→ .	-7	.	-10	.	-12	.

# Next section.
# Screens in order: EWS-Fli inh	ARNT-TACC3 inh	DENV2 CPE rescue	PAX8 inh HTS	CASP6 VEID inh	LGR2 antag	SIRT5 block
C[C@H](CO)N1C[C@H](C)[C@@H](CN(C)C(=O)Nc2ccc(C(F)(F)F)cc2)Oc2c(NS(=O)(=O)c3ccc(F)cc3)cccc2C1=O
→ 1&16	-2&6	4&9	-14	-2&-1	3&13	-7&-5
CC1=C(C(=O)N(C(C)C)C(C)C)CC(CC(=O)NCc2ccco2)C(=O)N1CCC1=CCCCC1 (centres undefined)
→ 1	.	7	-2	4	14	2
CCn1ccnc1CN(C)Cc1nc(Cc2cccc(C(F)(F)F)c2)no1
→ 7	.	-7	5	0	14	.
CCN1CCN(C(=O)N2CCOCC2)CC1
→ -2	-1	-3	8	-2	-14	-6
COc1ccc(-c2coc3cc(O[C@@H]4O[C@H](CO)[C@@H](O)[C@H](O)[C@H]4O)ccc3c2=O)cc1
→ -44	3	-5	-162	4	-35	1
COc1ccnc(Oc2ccc3ccccc3c2)c1C#N
→ -96	4	-2	.	1	-35	-3
C[C@@H]1CN([C@@H](C)CO)C(=O)c2cc(NC(=O)C3CCCCC3)ccc2O[C@H]1CN(C)Cc1ccc2c(c1)OCO2
→ 2	3	-7	.	-1	-1	10
Cc1nc2ccccc2nc1OCc1cccc(Cl)c1
→ .	-3	.	11	.	-7	.
COc1ccc(CN2C(=O)CCC2(C)c2nnnn2Cc2ccccc2)cc1 (centres undefined)
→ 3	.	85*	-21	15	-4	.
O=C(Nc1ccc(-c2ccc3nncn3n2)cc1)C1CCCC1
→ -26	3	-2	-31	1	-25	-1
O=c1onc(-c2ccccc2)n1Cc1ccc([N+](=O)[O-])cc1
→ 9	.	-6	3	0	-7	.
COC(=O)c1ccc(CNC(=O)C(NC(=O)c2ccco2)C(C)C)cc1 (centres undefined)
→ 4	1	-11	5	-7	-7	-2
Clc1ccc(-c2cccc3nccn23)cc1
→ -1	.	2	-46	2	-40	-25
CCOc1ccc(NC(=O)C(C)SC(N)=O)cc1 (centres undefined)
→ 6	6	-2	.	0	-5	-5
C/C=C/c1cnc2c(c1)C(=O)N([C@H](C)CO)C[C@H](C)[C@@H](CN(C)Cc1ccccc1)O2
→ -5	-8	2	.	-1	-1	-4
C[C@]12CCC(=O)C=C1C=C[C@@H]1[C@@H]2CC[C@@]2(C)[C@H]1CC[C@@]21CCC(=O)O1
→ 9	-1	0	-16	1	15	1
CC1CCc2cc(F)ccc2N1C(=O)CSc1nnc2c(n1)[nH]c1ccccc12 (centres undefined)
→ 5	-2	5	18	4	4	1
COC(=O)[C@]12CCCCC=C1N(CCc1ccc(OC)c(OC)c1)C(=O)[C@H](CC(=O)N1CCN(C(=O)C3CC3)CC1)C2
→ -13	.	12	-2	0	4	.

# Some of the entries above in a different format:
molecule	EWS-Fli inh	ARNT-TACC3 inh	DENV2 CPE rescue	PAX8 inh HTS	CASP6 VEID inh	LGR2 antag	SIRT5 block
COC(=O)c1ccc(CNC(=O)C(NC(=O)c2ccco2)C(C)C)cc1 (centres undefined)	4	1	-11	5	-7	-7	-2
Clc1ccc(-c2cccc3nccn23)cc1	-1	.	2	-46	2	-40	-25
CCOc1ccc(NC(=O)C(C)SC(N)=O)cc1 (centres undefined)	6	6	-2	.	0	-5	-5

# Outcome played no part in choosing rows; 4.9% or so of the library scored in one or more.
